Screening results (PubChem)
USP2a block: inhibitors of human ubiquitin-specific protease USP2a. AID 463254. hit rate 0.01% among 330,000. O75604. Potency, µM (highest dose often 38.3 µM), for the others: at the top dose activity change, negative = inhibition, most hits filed as inhibitors. USP2 core, Ub-CHOP2 coupled fluorogenic reporter, 485/531;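 also: potency is read from the fitted curve at half-maximal effect; plate controls were DMSO wells for no effect and full inhibition by NEM control for full effect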
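Deubiquitinase activity read as fluorescence (485/531 nm) after Ub-CHOP2 cleavage activates the enterokinase reporter on its substrate; USP2 core 10nM, Ub-CHOP2 and substrate 25nM each, 30min compound preincubation then 60min RT; data normalized to NEM, curves fitted.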
Menin-MLL TR inh: inhibitors of human menin-MLL interaction, mutant MLL peptide; hit rate 0.23% among 270,000; Potency, µM (doses to about 61.6 µM), inactives show top-dose FP activity change, negative = inhibition, actives largely listed as inhibitors; Menin + Texas Red MLL mutant peptide, fluorescence polarization; AID 1768; active = well fitted inhibition curve with a large enough effect in the polarisation, with a control signal flat, not every such curve was filed as active; inconclusive = small, poorly fitted or top-dose-only effect, or effect the other way, or a change in a side signal; inactive = no such curve, though single readings can be large or run the other way; the % refers to the polarisation; also: potency is read from the fitted curve at half-maximal effect; % of control where 0% means no effect; many of its hits are not listed in these tables
TRPV1 agonist: activates the human vanilloid receptor TRPV1; AID 540275; Q8NER1; hit rate 0.19% among 320,000; TRPV1-expressing cells, Fluo-8 calcium influx, agonist mode; activation, % at 8.33 µM; in the data active = activation above about 80%; inconclusive = between about 30% and that limit; also: 0% is about no effect
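Fluo-8 calcium influx in TRPV1-expressing cells, kinetic read (ex 480/em 520 nm). Compound added and read 3 min for agonist activity, followed by capsaicin at EC20 final and 2 min further read for enhancement.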
KCNH2 3.1 block: KCNH2 3.1 (human) potassium channel inhibition; U2OS KCNH2 3.1, thallium flux FluxOr; hits give low values; activity change, % (tested at about 1.8 µM); hit rate 0.95% among 340,000;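 active = maximum activity change below -70%; inconclusive = maximum activity change from -70% to -50%; inactive = maximum activity change above -50%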;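 also: thallium influx rate constant from kinetic fluorescence after stimulation buffer; % is scaled to controls: 0 for no effect and ±100 for the full control effect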
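Thallium flux via FluxOr fluorescence (Red40 quencher, 45 min loading) in U2OS cells virally expressing the KCNH2 3.1 isoform (1.77 x 10^8 /mL virus, overnight at 37 C). Rate constants from 2-min kinetic reads post-stimulation, normalised to positive and negative controls.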
PKM2 act: activators of human pyruvate kinase M2; purified PKM2, Kinase-Glo ATP luminescence, activation; response scale: 0% is enzyme alone, no compound; hit rate 0.34% among 260,000; Potency, µM (doses to about 57.5 µM), for inactives: at the top dose activation, hits mostly activators; also: potency is read from the fitted curve at half-maximal effect; % is scaled to controls: 0 for no effect and ±100 for the full control effect; nearly all actives have a fitted effect of over 55% in size
Target sequence (P14618 whole entry, looked up): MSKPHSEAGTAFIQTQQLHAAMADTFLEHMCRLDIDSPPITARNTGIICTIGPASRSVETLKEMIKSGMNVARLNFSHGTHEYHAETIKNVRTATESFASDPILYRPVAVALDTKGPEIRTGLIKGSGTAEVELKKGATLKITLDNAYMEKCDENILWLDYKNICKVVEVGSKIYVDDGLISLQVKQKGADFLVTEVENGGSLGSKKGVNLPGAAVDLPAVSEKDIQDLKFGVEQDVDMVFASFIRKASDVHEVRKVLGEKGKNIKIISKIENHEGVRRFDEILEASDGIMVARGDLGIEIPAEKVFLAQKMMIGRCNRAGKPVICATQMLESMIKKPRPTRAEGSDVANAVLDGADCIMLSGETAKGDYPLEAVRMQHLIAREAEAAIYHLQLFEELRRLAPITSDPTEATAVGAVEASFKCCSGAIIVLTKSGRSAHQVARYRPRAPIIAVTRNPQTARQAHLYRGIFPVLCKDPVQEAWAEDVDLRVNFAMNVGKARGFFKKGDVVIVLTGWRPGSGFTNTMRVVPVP
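Purified hPK-M2 (>95% pure) converted ADP (0.1 mM final) to ATP with 0.5 mM PEP in 50 mM imidazole pH7.2, KCl, MgCl2, Tween 20, BSA; 1 h at room temperature. ATP detected by Kinase-Glo luminescence.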
MLL CXXC-DNA inh: blocks binding of human MLL CXXC domain to DNA. Q03164. MLL-CXXC / FITC-HOXA9 DNA fluorescence polarization. Potency, µM (top dose mostly 115 µM), for inactives: at the highest dose activity change, negative = inhibition, hits mostly inhibitors. hit rate 0.037% among 290,000; active = well fitted inhibition curve with a large enough effect in the polarisation, with a control signal flat, not every such curve was filed as active; inconclusive = small, poorly fitted or top-dose-only effect, or effect the other way, or a change in a side signal; inactive = no such curve, though single readings can be large or run the other way; the % refers to the polarisation; also: potency is read from the fitted curve at half-maximal effect
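Purified MLL-CXXC (added from a 7 uM solution) was preincubated 5 min at ambient with pinned compounds in 50 mM Tris-HCl pH 7.5, 50 mM NaCl, 1 mM DTT, 0.05% BSA. Fluorescein-labeled HOX-A9 DNA (50 nM solution) followed, 30 min, then polarization read.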
KCNH2 WT inh: inhibitors of human wildtype KCNH2 potassium channel. Q12809. U2OS, BacMam KCNH2, thallium flux FluxOr; hits give low values. activity change, % at 1.84 µM. AID 720551. hit rate 0.37% among 340,000;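 active = maximum activity change below -70%; inconclusive = maximum activity change between -70% and -50%; inactive = maximum activity change above -50%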; also: % is scaled to controls: 0 for no effect and ±100 for the full control effect
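U2OS cells were transduced with wild-type KCNH2 virus (2.03 x 10^8 / mL) for 4 h at room temperature, then cultured overnight at 37 C. Thallium flux was read with FluxOr dye. Rate constants were normalized to DMSO controls.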
Coupling enz: counter-screen for Giardia aldolase inhibitors: coupling enzyme system; hit rate 0.67% among 290,000; coupling enzyme system counterscreen, AmpLite Red fluorescence; AID 2472; activity change, negative = inhibition, % at 58.2 µM, hits read low; in the data active = activity change below about -30%; also: % is scaled to controls: 0 for no effect and ±100 for the full control effect
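Counterscreen lacking aldolase: glyceraldehyde-3-phosphate coupling-enzyme reagent preincubated 10 min at RT with compound (at 57.5 uM final), then substrate/coupling system with AmpLite Red added; fluorescence read at 525/598 nm after 20 min RT.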
GALK inh: inhibitors of human galactokinase; P51570; Purified GALK, Kinase-Glo residual ATP luminescence; Potency, µM (top dose mostly 57.5 µM), without a hit: at the highest dose activity change, negative = inhibition, usual class: inhibitors; hit rate 0.007% among 270,000; also: potency is read from the fitted curve at half-maximal effect; % is scaled to controls: 0 for no effect and ±100 for the full control effect
Target sequence (P51570 whole entry, looked up): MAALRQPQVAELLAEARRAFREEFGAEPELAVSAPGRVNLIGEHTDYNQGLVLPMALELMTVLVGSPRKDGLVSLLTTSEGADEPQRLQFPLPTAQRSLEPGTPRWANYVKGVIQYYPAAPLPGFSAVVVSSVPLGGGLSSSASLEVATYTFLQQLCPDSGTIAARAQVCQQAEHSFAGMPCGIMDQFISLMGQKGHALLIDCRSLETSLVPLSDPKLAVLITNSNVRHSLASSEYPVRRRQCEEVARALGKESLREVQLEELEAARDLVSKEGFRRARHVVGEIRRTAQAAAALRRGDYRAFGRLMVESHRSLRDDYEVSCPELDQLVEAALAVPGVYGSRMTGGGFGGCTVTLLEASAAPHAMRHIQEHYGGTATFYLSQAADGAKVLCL
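Galactose (100 uM) and ATP (35 uM) were turned over by 5 nM GALK for 1 h at RT. Kinase-Glo Plus then converted the remaining ATP into a luminescent signal.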
Giardia killer: kills Giardia lamblia | Giardia lamblia trophozoite viability | activity change, % at 7.66 µM, hits read low | hit rate 0.15% among 340,000; in the data active = activity change below about -80%; inconclusive = between about -30% and that limit;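 also: parasites exposed to compound for two days anaerobically before the ATP read; % is scaled to controls: 0 for no effect and ±100 for the full control effect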
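Luminescence from cellular ATP indicates surviving trophozoites (100 cells/well) following 48 hrs anaerobic compound treatment at 37 deg C; signal develops 15-30 min at room temperature.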
B2AR arrestin: recruits beta-arrestin to the human beta2-adrenergic receptor; beta-arrestin recruitment to beta2AR, cell-based reporter; hit rate 0.02% among 330,000; Potency, µM (series often up to 46.1 µM), inactives show at the top dose activation, usual class: activators; AID 492947; P07550;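 also: potency is read from the fitted curve at half-maximal effect; 0% = DMSO controls and full agonism = EC100 isoproterenol or metaproterenol; nearly all actives have a fitted effect of over 65% in size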
An asterisk follows results filed as active; ? = inconclusive; . = no result given; & = joins results of further samples; [ ] = dose if it differs, or a comment. Unless noted, calls follow the shape of the dose curve; as a rule, active = well fitted curve in the direction sought with a large enough effect; inconclusive = small, poorly fitted or top-dose-only effect, or another doubt; inactive = no such curve, though single readings can be large; an effect the other way counts as inactive or inconclusive. A portion of the library, so the mix of outcomes need not match the whole.

SMILES	USP2a block	Menin-MLL TR inh	TRPV1 agonist	KCNH2 3.1 block	PKM2 act	MLL CXXC-DNA inh	KCNH2 WT inh	Coupling enz	GALK inh	Giardia killer	B2AR arrestin
COc1ccc(CN2CCN(C(=O)c3ccc(S(=O)(=O)N4CCCCCC4)cc3)CC2)cc1	1%	.	15	-4	.	.	12	.	.	-11	-0.3%
Cc1cccc(-c2noc(CN(C(=O)c3ccc4c(c3)OCO4)C(C)C)n2)c1	1%	-8%	?	-4	-18%	-4%	-1	-3	-2%	3	0.2%
O=c1c2ccccc2c(C=NC2CCS(=O)(=O)C2)c(O)n1-c1ccccc1 (stereo not given)	1%	8%	-1	11	0%	8%	-8	-1	5%	3	-0.2%
CCCCN(C(=O)CC1OC(=O)c2ccccc21)c1c(N)n(CCCC)c(=O)[nH]c1=O (stereo not given)	1%	.	-4	4	.	.	-11	.	.	1	-0.1%
Cc1ccc(C(=O)OCCN(C)Cc2ccccc2)cc1	0%	-14%	18	7	-7%	3%	.	-4	0%	-7	-0.3%
COc1ccc(NC(=O)c2ccc3c(c2)C(=O)N(Cc2ccncc2)C3=O)cc1S(N)(=O)=O	0%	.	.	8	.	.	-1	.	.	-11	-0.3%
CC(C)Cc1nc2ccccc2n1CCc1ccccc1	2%	?	?	3	1%	0%	-1	1	.	5	-0.1%
COc1cc2ccccc2cc1C(=O)N(CCN(C)C)c1nc2c(F)cccc2s1	-2%	8%	1	-37	-1%	22%	-14	0	8%	-7	-0.4%
Cc1cc(C(=O)N/N=C/c2c(C)nn(-c3ccccc3)c2C)c(C)o1	-1%	.	-21	-14	-23%	-4%	-2	-3	2%	3	0.4%
O=C(/C(=C/c1cccnc1)n1ccnc1)c1ccc(Cl)cc1Cl	-2%	.	1	-12	0%	-5%	0	0	-3%	-6	0.2%
CCN(CC)c1ccc(CNc2nc3ccccc3n2C)cc1	0%	.	6	3	-4%	10%	6	2	3%	-9	-0.7%
CC1=C(C(=O)OCc2ccccc2)C(c2cccs2)N2C(=O)CCSC2=N1 (stereo not given)	-1%	12%	20	-17	3%	-1%	16	3	0%	0	-0.6%
COC(=O)c1ccc(Nc2nc(N3CCOCC3)nc(N3CCOCC3)n2)cc1	0%	.	0	6	.	8%	14	.	-6%	9	-0.2%
CSc1ccc(NC(N)=S)cc1	0%	2%	-4	6	-3%	0%	-12	1	1%	?	0.1%
CCOC(=O)c1ccc(NC(=S)NNC(=O)C2(C)CC2(Cl)Cl)cc1 (stereo not given)	0%	-12%	7	6	-3%	-13%	-1	0	-3%	-4	-0.3%
COC(=O)c1ccc(N2NC(=O)/C(=C/c3cc(OC)c(O)c(OC)c3)C2=O)cc1	-1%	?	3	-25	.	-11%	5	-5	2%	-1	0.1%
O=C1NC(=S)S/C1=C\c1cc2ccccc2nc1N1CCCCC1	0%	.	-2	4	-1%	-1%	-4	14	-13%	-10	0.2%
CC1=C(C#N)c2nc(N)c(C#N)c(C)c2/C1=C\c1ccc(-c2ccccc2C(=O)O)o1	0%	?	3	4	2%	?	3	2	-2%	-20	0.1%
O=C(NC(=S)Nc1cccc(C(F)(F)F)c1)c1csnn1	0%	?	9	6	-8%	1%	-14	4	2%	?	-0.1%
OC(COc1ccc(F)cc1)CN1CCN(CC(O)COc2ccc(F)cc2)CC1 (stereo not given)	4%	-17%	0	-74*	.	10%	-29	3	-4%	-2	-0.4%
Cc1cc(C(=O)OCC(N)=O)c(C)n1-c1ccccc1	2%	-11%	11	8	7%	7%	7	4	-2%	2	-0.2%
CN(C)CCNC(=O)/C(=C/c1ccc(-c2ccc(Cl)cc2)o1)NC(=O)c1ccccc1	-1%	3%	5	-91*	1%	21%	-7	3	1%	-8	-0.4%
COc1cc(/C=N/OCC(=O)NC2CCCCC2)ccc1OCc1ccccc1	-3%	-7%	15	-1	-3%	1%	-2	-3	-2%	1	-0.4%
Cc1c(C(=O)N2CCN(C(=O)c3ccco3)CC2)sc2nc(-c3ccc(F)cc3)cn12	0%	-1%	9	-2	7%	-1%	7	1	0%	10	-0.4%
CC(C)(C)C1c2[nH]c3ccccc3c2CCN1Cc1cccc(OCCO)c1 (stereo not given)	0%	9%	17	-17	-1%	0%	17	3	1%	16	0.3%
C=CCN1c2ccccc2[C@]23C[C@@H](C(=O)OC)N(C(=O)c4cccs4)C2=NC(C(=O)OC)=C(C(=O)OC)[C@H]13	-9%	-1%[11.7 µM]	3	1	0%[11.5 µM]	40%[activator]	21	-7&0	5%	18	-0.4%
CCN(CC(=O)Nc1c(F)cccc1F)C(=O)C1CC(=O)N(c2ccc3c(c2)OCCO3)C1 (stereo not given)	3%	.	1	-6	.	.	0	.	.	-8	5.4%
CC(=O)Nc1ccc(S(=O)(=O)Nc2ccc(=O)n(Cc3ccc(Cl)c(Cl)c3)c2)cc1	3%	36%[activator]	1	2	9%	-4%	-1	6	0%	-15	-0.2%
Cc1ccc(F)cc1NC(=O)C1CCCN(c2ncccn2)C1 (stereo not given)	1%	19%	-2	-7	-5%	3%	-27	0	1%	-4	0.0%
CCCCC(=O)N(c1ccc(OCC)cc1)C1C=CS(=O)(=O)C1 (stereo not given)	-3%	2%	0	-7	0%	-1%	9	-2	1%	-2	-0.3%
COc1ccc(NC(=O)c2cc3c(CO)cnc(C)c3oc2=Nc2cc(OC)cc(OC)c2)cc1	-1%	?	1	13	.	-14%	5	0	3%	4	-0.9%
CCCCC(O)(CCCC)C(=O)NN(C(=O)OCC)c1ccccc1	2%	-14%	17	0	1%	-5%	0	0	0%	8	0.2%
CCNc1ccc(C(=O)OCC)cc1NC(=O)c1cccc(N(C)C)c1	-2%	-10%	0	1	1%	-2%	7	-1	7%	21	-0.1%
NC(=O)c1nsc(C(=O)N(c2ccc3c(c2)OCO3)C(C(=O)NCC2CCCO2)c2ccc(F)cc2)c1N (stereo not given)	0%	-11%	0	-15	0%	-2%	-1	-6	9%	5	-0.2%
CCOP(=O)(O)c1cccc(OCCOCCOc2cccc(P(=O)(O)OCC)c2)c1	0%	-2%	0	-6	5%	4%	-13	0	1%	2	0.3%
O=C(COC(=O)c1ccc(Br)cc1)NCC1CCCO1 (stereo not given)	0%	.	.	6	.	.	0	.	.	9	-0.3%
CCCCn1c(SCC(=O)NCc2ccc3c(c2)OCO3)nnc1C(CC)N(C)C (stereo not given)	1%	.	-2	-4	.	.	8	.	.	10	-0.2%
COc1ccc(OC)c(NC(=O)c2cc3ccccc3o2)c1	0%	-10%	29	-13	0%	-3%	-1	5	-3%	-10	0.0%
OCCC1CN(Cc2ccc3nsnc3c2)CCN1CCc1ccccc1 (stereo not given)	2%	-8%	-1	0	-3%	-4%	8	0	-2%	13	-0.6%
O=C(c1ccco1)N1CCN(C(=O)C2(S(=O)(=O)c3ccc(Cl)cc3)CC2)CC1	3%	5%	-2	1	-2%	-3%	8	1	2%	-11	-0.4%
O=C(COC(=O)c1cccc(Cl)c1Cl)NCc1cccs1	-5%	.	?	10	.	.	2	.	.	-13	0.1%
CCCCNC(=O)CSc1nc2ccccc2c(=O)n1CC1COc2ccccc2O1 (stereo not given)	3%	?	21	-18	0%	5%	0	0	-3%	1	-0.7%
Cc1sc2c(c1C)c(=O)n(-c1ccccc1)c1nncn21	-2%	-10%	-1	-5	3%	3%	1	-1	2%	1	0.5%
O=C(CSc1nnnn1Cc1ccccc1)Nc1cccc(F)c1	1%	.	8	2	.	3%	-1	2	-3%	3	-1.0%
O=C(COC(=O)/C=C/c1ccccc1)NCc1ccc(Cl)cc1	-1%	-11%	25	12	-4%	-7%	-1	0	-3%	-6	0.1%
N/N=c1\sc2ccccc2n1-c1ccccc1	1%	?	-3	-2	-5%	1%	-1	-20	2%	-8	0.0%
CCOC(=O)[C@H]1[C@H]2COc3cc(OC)ccc3[C@@H]2N2C(=O)c3ccc(F)cc3NC(=O)[C@@]12C	0%	.	?	14	.	.	-12	.	.	8	2.9%
O=C(Nc1nnc(-c2ccccc2Cl)o1)c1cccnc1	4%	-6%	12	-25	-13%	0%	1	-2	-1%	8	-0.3%
O=C(c1ccc(=O)[nH]n1)N1CCc2ccccc2C1	-3%	.	-1	-1	-12%	-9%	2	-5	1%	?	0.1%
